Source: PubChem BioAssay
SENP6 block: SENP6 protease inhibitors, primary screen, biochemical, luminescence, uHTS; Sentrin-specific protease 6 (Homo sapiens), Q9GZR1; Recombinant SENP6 catalytic domain, aminoluciferin luminescence; inhibition, % at 10 µM; hit rate 1.8% among 330,000;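 active = inhibition above about 50% at the single tested dose, limit read from the data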;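 note: plate controls were DMSO wells with enzyme for no effect and DMSO wells lacking enzyme for full effect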
Target sequence (Q9GZR1 628-1112 limits assumed): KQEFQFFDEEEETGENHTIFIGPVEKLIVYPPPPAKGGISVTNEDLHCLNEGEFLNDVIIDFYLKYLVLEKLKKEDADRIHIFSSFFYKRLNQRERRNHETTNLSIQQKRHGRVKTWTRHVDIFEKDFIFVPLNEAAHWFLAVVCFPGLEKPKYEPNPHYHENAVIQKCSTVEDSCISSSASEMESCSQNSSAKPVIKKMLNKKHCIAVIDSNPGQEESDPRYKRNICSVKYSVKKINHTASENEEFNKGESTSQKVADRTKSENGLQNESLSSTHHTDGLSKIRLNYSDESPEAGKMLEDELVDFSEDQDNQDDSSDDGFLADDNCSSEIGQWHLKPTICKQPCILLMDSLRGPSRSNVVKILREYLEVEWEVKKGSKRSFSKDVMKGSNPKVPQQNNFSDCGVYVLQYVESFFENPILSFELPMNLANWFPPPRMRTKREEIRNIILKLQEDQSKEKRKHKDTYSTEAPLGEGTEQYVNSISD
SENP7 block: SENP7 protease inhibitors, primary screen, biochemical, luminescence, uHTS; AID 434973, 2010; recombinant SENP7, Z-RLRGG-aminoluciferin luminescence, 40 min; hit rate 1.5% among 330,000; inhibition, % at 5 µM;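 active = inhibition above about 50% at the single test dose, limit read from the data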;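 note: plate controls were DMSO with enzyme for no effect and no enzyme buffer wells for full effect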
PfGluPho inh: PfG6PD enzyme inhibitors, primary screen, biochemical, fluorescence intensity, uHTS; PfGluPho enzyme, NADPH resazurin-diaphorase fluorescence; inhibition, % at 20 µM; hit rate 0.78% among 350,000;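 active = inhibition reaching at least a set limit at 20 µM in the primary screen, cut at about 59% in these data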;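 note: 0% = DMSO wells with substrate and 100% = DMSO wells lacking glucose-6-phosphate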
SENP8 block-1: human SENP8 protease inhibitors, primary screen, biochemical, fluorescence, Nedd8 protein substrate, uHTS; Sentrin-specific protease 8 (Homo sapiens), Q96LD8; recombinant SENP8; inhibition, % at 20 µM; hit rate 0.64% among 360,000; AID 602440, 2012; in the data active = inhibition mostly above about 40%, no sharp cut-off; inactive = mostly below about 27%
SENP1 FRET inh: human SENP1 catalytic domain inhibitors, primary screen, biochemical, FRET, uHTS; Sentrin-specific protease 1 (Homo sapiens), Q9P0U3; recombinant SENP1 catalytic domain, CyPet-SUMO1-YPet FRET cleavage; inhibition, % at 10 µM; hit rate 0.21% among 360,000; AID 624204, 2012;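 active = inhibition at least 30% at 10 µM, raw YFP signal under a set limit, fluorescence ratio 0.5 to 1.5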;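 note: 0% = enzyme with DMSO and 100% = no enzyme wells; some results filed as inactive read as strong as hits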
Target sequence (Q9P0U3 419-644 limits assumed): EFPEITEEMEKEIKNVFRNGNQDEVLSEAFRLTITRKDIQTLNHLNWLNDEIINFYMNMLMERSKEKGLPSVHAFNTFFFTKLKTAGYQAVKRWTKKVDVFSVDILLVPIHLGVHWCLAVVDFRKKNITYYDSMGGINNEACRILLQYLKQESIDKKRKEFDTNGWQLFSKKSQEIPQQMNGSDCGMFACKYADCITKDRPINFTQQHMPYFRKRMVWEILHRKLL
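Controls: no-enzyme wells low, DMSO-plus-enzyme wells high control. Test system: human recombinant His6-tagged SENP1 catalytic domain enzyme. Reagent: SFCypet-SUMO1-SFYpet FRET protein substrate, 25 nM final. Doses: one dose per compound, 10 µM, 0.5% DMSO. Detection: FRET, CFP and YFP emission. Timing: 50 min reaction at room temperature.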
SENP8 block-2: SENP8 protease inhibitors, primary screen, biochemical, luminescence | purified SENP8, Z-RLRGG-aminoluciferin cleavage | Sentrin-specific protease 8 (Homo sapiens), Q96LD8 | inhibition, % at 10 µM | AID 2540, 2010 | hit rate 1.2% among 330,000; in the data active = inhibition above about 50%
HKDC1 inhibitor: HKDC1 hexokinase inhibitors, primary screen, biochemical, fluorescence, uHTS. recombinant HKDC1, G6PDH/diaphorase resazurin coupled fluorescence. inhibition, % at 20 µM. hit rate 0.16% among 340,000. AID 493160, 2011;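 active = inhibition above about 35% when tested at 20 µM, limit read from the data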;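 note: plate controls were DMSO wells with enzyme for no effect and DMSO wells lacking enzyme for full effect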
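Assay system – recombinant HKDC1 (HK5) hexokinase enzyme, produced in-house · Input – HKDC1 at 5 µg/mL · Reagent – glucose plus 1 mM ATP as hexokinase substrates · Timing – 90 min reaction incubation at room temperature, dark · Measured by – G6PDH/diaphorase-coupled fluorescence, 1 mM NADP, 100 µM resazurin, 525/613 nm · Benchmarks – DMSO-enzyme wells negative, buffer-substituted wells positive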
Apaf-1 inh: inhibitors of human Apaf-1 apoptosome, primary screen, biochemical, DEVD-Rh110 fluorescence, uHTS; reconstituted apoptosome caspase-3 activity; inhibition, % at 20 µM; hit rate 0.71% among 330,000; active = inhibition of at least 40% at 20 µM;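 note: plate controls were DMSO wells for no effect and DEVD-CHO caspase inhibitor wells for full effect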
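Material: reconstituted apoptosome with Apaf-1, cytochrome c, caspase-9, procaspase-3, dATP; medium: pH 7.5 Hepes buffer with CHAPS, BSA, DTT; also added: cytochrome c and DEVD-Rh110 substrate; timing: 30 min plus 50 min, RT; signal: Rh110 fluorescence intensity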
An asterisk follows results filed as active; . = no result given.

| Structure | SENP6 block | SENP7 block | PfGluPho inh | SENP8 block-1 | SENP1 FRET inh | SENP8 block-2 | HKDC1 inhibitor | Apaf-1 inh |
| --- | --- | --- | --- | --- | --- | --- | --- | --- |
| C=CCn1c(SCC(=O)Nc2cc(C)on2)nnc1-c1ccccc1OC | -9 | 8 | 4 | 14 | 1 | 5 | -5 | -5 |
| O=c1cc(CO)oc(CN2CCC(Cc3ccccc3)CC2)c1O | -8 | 5 | 1 | 26 | 0 | -1 | -8 | -3 |
| Clc1ccc(C=NN2CCCCCC2)cc1Cl | . | . | 12 | 0 | 0 | . | 1 | . |
| COC(=O)c1ccc(Cn2cnc3c(cnn3-c3ccc(Cl)cc3)c2=O)o1 | 0 | 3 | 8 | 4 | 0 | -4 | -11 | 7 |
| CCOc1ccccc1/C=N/Nc1ccccc1[N+](=O)[O-] | -1 | 2 | 2 | 26 | 4 | -8 | -2 | -6 |
| O=C1COc2ccc(-c3csc(=Nc4ccc(OC(F)F)cc4)n3CC3CCCO3)cc2N1 (stereo not drawn) | -16 | -9 | 10 | 19 | 0 | -5 | 3 | 36 |
| COc1ccc(OC)c(CCNC(=O)Cn2ccc3cc(S(=O)(=O)N4CCCC4)ccc32)c1 | 7 | 7 | -20 | -1 | 3 | -7 | 1 | 3 |
| CN(Cc1ccccc1)Cc1nc2c(c(=O)n(C)c(=O)n2C)n1Cc1ccc(F)cc1 | -11 | -8 | -8 | 20 | 1 | -2 | 1 | 18 |
| Cc1oc(C(=O)Nc2ccc(C(=O)O)cc2)cc1COc1ccccc1 | -8 | -5 | -21 | 2 | -1 | -12 | -5 | -1 |
| COc1ccc(C(CC(=O)O)N2Cc3ccccc3C2=O)cc1OC (stereo not drawn) | 20 | 3 | -13 | 22 | -1 | 10 | 0 | -2 |
| CC(C)(C)C(=O)N1CCC(O)(CS(=O)(=O)Cc2ccccc2)CC1 | -15 | -2 | -1 | 7 | 2 | 7 | -1 | -16 |
| Cc1ccc(S(=O)(=O)N2CCC(C(=O)Nc3cc(C(F)(F)F)ccc3N3CCOCC3)CC2)cc1C | -19 | -13 | 7 | 6 | 0 | -4 | 1 | 8 |
| COc1ccccc1NCCC(=O)OCC(=O)Nc1cc([N+](=O)[O-])ccc1F | -13 | -1 | 18 | 11 | 3 | 4 | -4 | -2 |
| COc1ccc(C(=O)NCc2ccc3c(c2)OCO3)cc1S(=O)(=O)N(C)Cc1ccccc1 | -16 | -1 | -2 | 6 | -2 | -12 | -5 | 17 |
| COc1ccc(N2C(=O)CC(SCC(=O)O)C2=O)cc1 (stereo not drawn) | 10 | -2 | 3 | 9 | 1 | 5 | -4 | -6 |
| O=C(Nc1cccc(C(=O)Nc2ccc(Br)cc2)c1)c1ccccc1 | -2 | -2 | -1 | 9 | 0 | -10 | 6 | 1 |
| O=C(Oc1ccc(Cl)cc1)c1ccc(N2CCOCC2)c([N+](=O)[O-])c1 | -11 | -2 | 10 | 7 | 2 | -9 | -5 | 5 |
| CC(C)C(NC(=O)CSc1ccc(Cl)cc1)C(C)C | -2 | 3 | 14 | 10 | 1 | 1 | -8 | -1 |
| CCCCCC#CCN1CCN(C23CC4CC(CC(C4)C2)C3)CC1 | -6 | 0 | -3 | 6 | -21 | -2 | -6 | 10 |
| Cc1cc(OCc2cc(C(=O)N3CCN(C)C(=O)[C@@H]3C)no2)cc(C)c1Cl | 0 | 6 | 5 | 3 | -1 | -1 | 5 | 16 |
| CC(C)n1cc(/C=C2/SC(=O)N(CC(=O)Nc3ccc4c(c3)OCO4)C2=O)c2ccccc21 | -25 | -5 | -21 | 14 | -28 | -3 | -12 | 7 |
| COc1ccc(CCNC(=O)c2cc3c(=O)n4ccccc4nc3n(Cc3ccco3)c2=N)cc1OC | 3 | -14 | 11 | -268 | -21 | 0 | 3 | 15 |
| CON=C1CCN(c2ncc(C(F)(F)F)cc2Cl)CC1 | 1 | 6 | 2 | 10 | 0 | -2 | -4 | 1 |
| O=C1CCN(CCc2ccccc2)CCN1[C@H](CSc1ccc(Br)cc1)c1ccccc1 | -5 | -1 | 12 | -38 | -16 | 1 | 2 | 19 |
| Cc1cc(C(=O)COC(=O)c2cccnc2Cl)c(C)n1CC1CCCO1 (stereo not drawn) | 90* | 93* | 17 | 9 | 1 | 90* | -6 | 6 |
| CN(C(=O)c1ccc(Br)cc1)C1CCS(=O)(=O)C1 (stereo not drawn) | -16 | 2 | 7 | 0 | 1 | -4 | 3 | 9 |
| O=C1C2CCCCC2C(=O)N1c1ccc(NC2CCCCC2)c([N+](=O)[O-])c1 (stereo not drawn) | -20 | -11 | 7 | 17 | 3 | -11 | -2 | 15 |
| Cc1ccc(-n2c(SCC(=O)Nc3cccc(S(=O)(=O)NC4=NCCCCC4)c3)nc3ccccc3c2=O)cc1 | 3 | -4 | 17 | 0 | 2 | -7 | 14 | -1 |

Twelve of the compounds above, with two lines to a compound:
The line under a structure holds: SENP6 block | SENP7 block | PfGluPho inh | SENP8 block-1 | SENP1 FRET inh | SENP8 block-2 | HKDC1 inhibitor | Apaf-1 inh
> Cc1oc(C(=O)Nc2ccc(C(=O)O)cc2)cc1COc1ccccc1
  -8 | -5 | -21 | 2 | -1 | -12 | -5 | -1
> COc1ccc(C(CC(=O)O)N2Cc3ccccc3C2=O)cc1OC (stereo not drawn)
  20 | 3 | -13 | 22 | -1 | 10 | 0 | -2
> CC(C)(C)C(=O)N1CCC(O)(CS(=O)(=O)Cc2ccccc2)CC1
  -15 | -2 | -1 | 7 | 2 | 7 | -1 | -16
> Cc1ccc(S(=O)(=O)N2CCC(C(=O)Nc3cc(C(F)(F)F)ccc3N3CCOCC3)CC2)cc1C
  -19 | -13 | 7 | 6 | 0 | -4 | 1 | 8
> COc1ccccc1NCCC(=O)OCC(=O)Nc1cc([N+](=O)[O-])ccc1F
  -13 | -1 | 18 | 11 | 3 | 4 | -4 | -2
> COc1ccc(C(=O)NCc2ccc3c(c2)OCO3)cc1S(=O)(=O)N(C)Cc1ccccc1
  -16 | -1 | -2 | 6 | -2 | -12 | -5 | 17
> COc1ccc(N2C(=O)CC(SCC(=O)O)C2=O)cc1 (stereo not drawn)
  10 | -2 | 3 | 9 | 1 | 5 | -4 | -6
> O=C(Nc1cccc(C(=O)Nc2ccc(Br)cc2)c1)c1ccccc1
  -2 | -2 | -1 | 9 | 0 | -10 | 6 | 1
> O=C(Oc1ccc(Cl)cc1)c1ccc(N2CCOCC2)c([N+](=O)[O-])c1
  -11 | -2 | 10 | 7 | 2 | -9 | -5 | 5
> CC(C)C(NC(=O)CSc1ccc(Cl)cc1)C(C)C
  -2 | 3 | 14 | 10 | 1 | 1 | -8 | -1
> CCCCCC#CCN1CCN(C23CC4CC(CC(C4)C2)C3)CC1
  -6 | 0 | -3 | 6 | -21 | -2 | -6 | 10
> Cc1cc(OCc2cc(C(=O)N3CCN(C)C(=O)[C@@H]3C)no2)cc(C)c1Cl
  0 | 6 | 5 | 3 | -1 | -1 | 5 | 16
